# Assay outcomes as filed in PubChem.
# CAL PDZ FP-1 – CAL PDZ (human) peptide binding inhibition; Q9HD26; purified CAL PDZ, TMR-peptide fluorescence polarization, 1 h; inhibition, % at 24.9 µM; hit rate 0.92% among 300,000; AID 602252;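 active = mean inhibition of at least 30% with at least half of replicates also reaching 30%; inconclusive = no clear call, values can overlap the other calls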;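 note: 0% = DMSO neutral control and 100% = excess unlabeled competitor peptide PRC23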
# Rtt109 HAT inh – blocks Candida albicans Rtt109/Vps75 acetyltransferase activity; AID 540336; purified Rtt109/Vps75, ThioGlo CoA-SH fluorescence, 4 h; hit rate 0.16% among 330,000; inhibition, % at 34.9 µM;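 active = inhibition of at least 50% in every replicate; inconclusive = best replicate reaches 50% inhibition but some replicates fall short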
# Target sequence (Q5AAJ8 whole entry, looked up): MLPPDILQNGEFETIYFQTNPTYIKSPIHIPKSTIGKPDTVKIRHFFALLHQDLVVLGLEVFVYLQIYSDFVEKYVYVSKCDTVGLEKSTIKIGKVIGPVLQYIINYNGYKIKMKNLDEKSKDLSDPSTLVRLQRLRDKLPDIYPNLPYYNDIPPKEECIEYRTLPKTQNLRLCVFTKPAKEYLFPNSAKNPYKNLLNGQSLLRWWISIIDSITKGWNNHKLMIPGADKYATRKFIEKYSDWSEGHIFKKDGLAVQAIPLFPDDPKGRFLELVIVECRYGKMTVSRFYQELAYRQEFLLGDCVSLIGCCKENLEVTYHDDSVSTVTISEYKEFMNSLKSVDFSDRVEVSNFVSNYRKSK
# SR-BI uptake up – SR-BI HDL lipid transfer activation | AID 504775 | hit rate 0.096% among 320,000 | activation, % at 12.5 µM | CHO ldlA[mSR-BI] cells, DiI-HDL uptake fluorescence, 3 h; 100 = double the neutral-control signal;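 active = mean replicate activation of at least 60% and every replicate at or above 60%; inconclusive = mean or all-replicate condition met, but not both; inactive = mean below 60% and not all replicates reaching 60%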;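 note: 0% = median plate neutral-control signal and 100% = twice that signal; values of inactives mirror those of a sister screen read the other way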
#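 Material: SR-BI-overexpressing, LDLR-lacking CHO cells | Dosing: Single compound concentration, delivered by pin transfer | Probe or stimulus: Labelled HDL, 10 µg/mL | Signal: Bottom-read cell fluorescence after medium removal, ex 550/em 595 nm | Schedule: 3 h, 37 °C | Evaluation: HDL uptake via cellular fluorescence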
# C-LANA FP – KSHV C-LANA DNA binding inhibition; MBP-C-LANA/FAM-LBS DNA binding, fluorescence polarization; inhibition, % at 9 µM; hit rate 0.078% among 340,000; AID 504423;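 active = highest replicate inhibition at or above 60% at 9 µM, even if other replicates fall short; inactive = all replicates below 60% inhibition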;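 note: 0% = neutral control wells and 100% = 4 µM acridine orange control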
# Cardiac RTF inh – cardiac RTF calcium desensitization | P19429+P45379 | IANBD-labeled cardiac RTF, Ca2+ fluorescence | inhibition, % at 7.15 µM | hit rate 0.12% among 340,000;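 active = inhibition above the mean inhibition of all tested compounds plus 3 SD, cut at about 17% in these data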;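 note: assay run at fixed EC70 calcium of 1.6 mM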
# CAL PDZ FP-2 – human CAL PDZ-peptide interaction inhibition. Q9HD26. purified CAL PDZ, TMR-peptide fluorescence polarization, 1 h. inhibition, % at 20 µM. hit rate 0.02% among 330,000. AID 504414;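 active = highest replicate inhibition of at least 40%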;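 note: plate controls were DMSO neutral control wells for no effect and unlabeled competitor peptide control wells for full effect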
#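 Assay system – tagged CAL PDZ protein CerCALP, purified · Timing – 1 h at RT · Compound – single point, 20 µM · Measured by – fluorescence polarization from S- and P-plane intensities, G-factor corrected · Evaluation – inhibition from polarization loss · Probe or stimulus – TMR reporter peptide T*-PRC34 · Buffer or medium – pH 7.4 phosphate-saline buffer, reducing agent, detergent, IgG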
# PKA-R2B act – activators of human PKA-R2B complex. hit rate 0.079% among 340,000. PKA-R2B holoenzyme dissociation, Cy5-IP20 fluorescence polarization; R2B truncated from residue 108, S112A mutant; 0% DMSO only, 100% 113 µM cGMP. P22694+P31323. AID 504700. activation, % at 11.4 µM;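 active = activation above a cutoff set at the mean over all compounds plus 3 SD, cut at about 18% in these data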;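 note: higher means more holoenzyme dissociation and a rise in polarization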
# DAGLB inh – blocks human DAGLB lipase activity. hit rate 0.059% among 340,000. Q8NCG7. AID 504411. inhibition, % at 5.17 µM. HEK293T DAGLB membrane lysate, EnzChek fluorogenic substrate; in the data active = inhibition above about 34%;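 note: 0% = enzyme with vehicle and 100% = wells lacking enzyme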
# Target sequence (Q8NCG7 whole entry, looked up): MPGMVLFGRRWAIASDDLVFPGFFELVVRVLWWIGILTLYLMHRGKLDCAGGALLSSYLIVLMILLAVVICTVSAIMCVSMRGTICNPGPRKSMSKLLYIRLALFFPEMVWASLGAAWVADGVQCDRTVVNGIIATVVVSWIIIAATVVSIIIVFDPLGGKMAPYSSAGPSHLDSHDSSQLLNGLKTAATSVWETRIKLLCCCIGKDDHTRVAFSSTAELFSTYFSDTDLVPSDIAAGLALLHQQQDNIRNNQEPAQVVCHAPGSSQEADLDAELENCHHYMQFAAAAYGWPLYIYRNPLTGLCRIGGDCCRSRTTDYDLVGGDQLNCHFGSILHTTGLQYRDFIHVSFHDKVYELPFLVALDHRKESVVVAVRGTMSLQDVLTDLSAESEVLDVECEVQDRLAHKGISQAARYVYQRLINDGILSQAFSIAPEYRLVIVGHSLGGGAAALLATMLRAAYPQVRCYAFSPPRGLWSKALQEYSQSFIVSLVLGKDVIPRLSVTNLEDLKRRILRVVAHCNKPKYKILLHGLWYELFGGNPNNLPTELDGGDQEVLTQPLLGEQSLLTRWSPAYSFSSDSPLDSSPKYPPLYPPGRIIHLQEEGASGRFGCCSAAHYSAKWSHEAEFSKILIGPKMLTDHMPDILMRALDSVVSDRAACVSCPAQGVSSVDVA
# cardiac RTF act – cardiac RTF calcium sensitization; AID 493008; IANBD-labeled TnC RTF fluorescence at EC20 calcium; 0% EC20 calcium, 100% full calcium; hit rate 0.24% among 340,000; P19429+P45379; activation, % at 7.2 µM;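 active = activation above the mean over all tested compounds plus 3 SD, cut at about 30% in these data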;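 note: rise in fluorescence read as greater calcium sensitivity of cardiac thin filaments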
# Keap1 Nrf2 FP – disrupts human Keap1 binding to Nrf2 peptide; hit rate 0.15% among 340,000; Keap1 Kelch-Nrf2 peptide fluorescence polarization, 1536-well; inhibition, % at 9.4 µM; in the data active = inhibition above about 12%; inconclusive = no clear call, values can overlap the other calls; inactive = below about 7.3%;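 note: human Keap1 Kelch domain with fluorescein labeled Nrf2 9mer peptide probe; 0% = neutral control wells and 100% = peptide positive control; higher means more block of Keap1 binding to Nrf2 peptide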
# An asterisk follows results filed as active; ? = inconclusive; nt = no result given.
SMILES,CAL PDZ FP-1,Rtt109 HAT inh,SR-BI uptake up,C-LANA FP,Cardiac RTF inh,CAL PDZ FP-2,PKA-R2B act,DAGLB inh,cardiac RTF act,Keap1 Nrf2 FP
COc1ccccc1N1CCN(Cc2ccc(OC)c(OC)c2OC)CC1,1,-5,-3,-1.1,-3,-0.5,-4,-3,-3,2
CC(=O)N1CCN(c2ccc(NC(=O)C(C)Oc3ccc(Cl)cc3Cl)cc2)CC1 (stereo unspecified),1,-4,-17,-0.9,-4,-1.8,19*,4,6,2
O=C(c1ccccc1)c1ccc(Oc2ccc(C(=O)O)c(C(=O)O)c2)cc1,-7,0,-12,3.7,-8,-1.7,-10,3,-1,-1
N/C(=N\OC(=O)Cc1ccc(Cl)cc1)c1cccnc1,nt,3,7,0.2,-11,-0.8,-3,-1,-4,-9
O=C(CC1SC(N2CCCCC2)=NC1=O)Nc1ccc(C(=O)NCc2ccccc2)cc1 (stereo unspecified),5,1,11,0.1,-1,0.8,6,-1,20,-3
Nc1ccc(C(=O)Nc2nccs2)cc1,-7,14,-19,-0.8,2,0.3,-11,0,0,3
O=C(CSc1nc(-c2ccccc2)cs1)NCCCN1CCCC1=O,0,-2,-16,0.8,-4,-0.4,-8,1,-3,-6
Cc1noc(C)c1C(=O)N(CC(=O)NC1CCCC1)Cc1ccccc1F,-1,2,26,0.0,0,0.0,-3,2,-5,1
Cc1ccc(S(=O)(=O)N/N=c2\sc3ccccc3n2C)cc1,-2,0,25,1.2,2,-1.4,-1,-1,-4,-1
c1ccc(CCn2nnnc2CN2CCN(C3CCCC3)CC2)cc1,0,-19,6,4.1,-5,0.5,-2,-1,-1,0
CCSC(C)CC1CC(=O)CC(=O)C1 (stereo unspecified),0,-7,-12,-2.1,0,-1.6,2,0,-3,-5
Cc1cc(C)nc(/N=C(\N)Nc2ccc(F)c([N+](=O)[O-])c2)n1,-3,1,6,-0.2,0,1.6,-2,-7,2,-1
O=C(NCCC(=O)N1CCCC(C(F)(F)F)C1)c1ccccc1Cl (stereo unspecified),-2,15,15,0.2,1,0.2,-5,1,0,-3
CCn1cc(C(=O)O)c(=O)c2cc(F)c(N3CCN(C(=S)NC(=O)c4ccc(Br)cc4)CC3)cc21,1,1,-26,1.5,nt,-0.4,nt,nt,nt,-4
Cc1ccc2c(c1)-c1cc(C)nn1C(c1sccc1C)N2 (stereo unspecified),-4,nt,-34,-0.1,-13,-2.4,12,-8,1,5
COCCN(CC(=O)Nc1ccccc1C)S(=O)(=O)c1ccc(S(=O)(=O)N2CCCC2)cc1,1,-18,-14,0.6,0,1.0,7,0,-2,-1
NC(=O)CSc1nnc2ccc(-c3ccc(Cl)cc3)nn12,4,2,nt,-0.8,-11,-1.7,2,-4,-7,-1
O=C(CN1C(=O)NC2(CCCC2)C1=O)N1CCN(c2ccccc2Cl)CC1,-2,-5,-9,2.5,-16,-3.9,-2,0,2,-1
Cc1ccc(C(=O)NCC2CCCO2)cc1N1CCCC1=O (stereo unspecified),-3,-21,11,4.4,-6,-5.2,0,-1,4,-2
O=C(CCCN1C(=O)/C(=C\c2ccccc2)SC1=S)Nc1ccccc1O,0,-8,-8,0.1,2,-0.5,-8,2,2,3
Cc1cccc(OS(=O)(=O)NC(=O)OCC2CCCN3CCCCC23)c1 (stereo unspecified),-2,-4,11,-0.8,2,0.7,1,-2,-3,4
O=C(O)/C=C/c1cn(-c2ccccc2)nc1-c1ccccc1,-4,3,nt,1.3,-1,-0.8,2,-3,0,-5
Cc1ccc(CNn2cn[nH]c2=S)cc1,nt,-4,20,-0.4,-1,-0.1,-6,-1,1,-1
Cc1ccc(C)c(NC(=O)CCN2C(=O)c3ccccc3C2=O)c1,1,-2,-8,0.1,-3,0.6,-12,-2,7,-2
Nc1ccc(C(=O)c2ccccc2C(=O)O)cc1Cl,nt,-3,24,0.1,-7,-0.9,0,-1,-1,-4
CCc1nc(NCC2CCCN2CC)c2nnn(Cc3ccccc3F)c2n1 (stereo unspecified),-1,nt,9,4.3,-9,-2.7,-4,2,2,-1
CC(=O)Nc1ccc(NC(=O)Cc2ccc(-c3ccccc3)cc2)cc1,-1,-3,17,-2.6,-1,-0.2,-2,0,-6,6
c1nc2ccc(Cc3ccc4nc[nH]c4c3)cc2[nH]1,-4,4,-24,1.1,-10,nt,9,0,-1,-3
NC(CO)c1cn([C@@H](CCC(=O)O)C(=O)N2CCNCC2)nn1 (stereo partly specified),1,-3,16,-1.2,-4,0.6,3,-1,0,0
O=C(Cn1cnc2c(OCc3ccccc3)ncnc21)NCc1nc2ccccc2[nH]1,10,-5,13,1.8,3,-0.6,1,-2,-7,-2
COc1cc(C(c2sc3nc(C)nn3c2O)N2CCC3(CC2)OCCO3)cc(OC)c1OC (stereo unspecified),1,-8,16,0.3,-4,-1.9,-7,-5,2,-3
O=C(CS(=O)(=O)c1ccccc1)Nc1ccc(Cl)cn1,-5,-4,13,0.7,2,-1.5,6,-1,-4,2
CCn1c(/C=N/Nc2ccc(C(=O)O)cc2)nc2ccccc21,-6,-2,15,2.9,3,0.9,-5,-1,1,-5
O=C(NC1CCCCC1)N1CCSC1=Nc1ccccc1,6,3,-10,-1.4,-5,nt,-16,-4,3,3
O=C(Nc1ccon1)c1cccc(S(=O)(=O)N2CCCC2)c1,nt,-9,16,2.6,-10,-1.7,12,6,-3,-1
Cc1ccc(N2CCN(CC(O)COc3ccc([N+](=O)[O-])cc3)CC2)cc1 (stereo unspecified),-4,-3,1,-0.2,-11,-3.2,0,-3,6,-3
COc1ccccc1CNS(=O)(=O)CCNC1CC1,-8,1,6,-1.3,-6,-0.1,5,-1,-1,-1
CC(=O)NC12CC3CC(C1)CC(C(=O)N1CCN(S(=O)(=O)c4cccc(C(F)(F)F)c4)CC1)(C3)C2,nt,4,-4,1.9,-3,-2.2,2,4,2,-3
Cc1ccccc1CSCC(=O)NC(=O)NCc1ccco1,0,7,-3,0.7,-2,0.1,0,1,1,-1
O=C(Nc1ccccc1)c1ccc2nc(-c3ccco3)c(-c3ccco3)nc2c1,nt,1,-51,-2.6,10,-1.9,3,15,-9,3
O=c1c2c([nH]n1-c1ccccc1)CCCC2,15,-4,-4,-0.6,-3,-2.5,3,-5,0,3
O=C(Nc1ccc2c(c1)OCCO2)c1cccnc1Oc1ccc(Cl)cc1,3,7,-11,-0.9,0,0.1,-4,-6,0,-2
CCOC(=O)C1C(=O)Nc2nc(C)nn2C1c1ccccc1 (stereo unspecified),1,-1,10,-2.8,-9,-2.6,5,0,-2,-5
CCOc1cc(CNCCN2CCOCC2)ccc1OCc1ccccc1Cl,-1,15,-30,0.0,7,-2.8,-14,1,-5,-1
CC(OC(=O)c1ccc(Br)o1)C(=O)Nc1ccc2c(c1)OCCO2 (stereo unspecified),-2,6,8,0.1,-10,-0.7,3,-3,-5,-2
O=C(Nc1nccs1)C(=O)c1c[nH]c2ccccc12,-7,-3,-1,1.7,-3,-3.4,-7,0,-7,-3
CC[n+]1c(/C=C/N(C)c2ccccc2)n(-c2ccccc2)c2ccc(-c3nc4ccccc4s3)cc21,-6,8,-78,7.0,5,-1.1,-3,5,-5,5
N=C(N)N1CCc2ccccc21,0,6,7,0.2,-12,-0.2,-11,1,7,-5
O=C(c1ccc2c(=O)n3c(nc2c1)CCCCC3)N1CCN(C(c2ccccc2)c2ccccc2)CC1,nt,4,?,-0.3,-7,13,0,1,7,-5
CCOC(=O)C1=C(O)C(=O)N(c2ccc(S(N)(=O)=O)cc2)C1c1cccc([N+](=O)[O-])c1 (stereo unspecified),-2,1,nt,0.2,-12,-2.3,5,3,3,-4

# Continued:
SMILES,CAL PDZ FP-1,Rtt109 HAT inh,SR-BI uptake up,C-LANA FP,Cardiac RTF inh,CAL PDZ FP-2,PKA-R2B act,DAGLB inh,cardiac RTF act,Keap1 Nrf2 FP
CCC(Cc1ccccc1)NC(=O)CN(C)S(=O)(=O)c1ccc2c(c1)c(=O)n(C)c(=O)n2C (stereo unspecified),nt,-12,1,0.4,2,-0.1,-16,1,-7,-4
COc1ccccc1/C=C/C(=O)N1CCc2cc(OC)c(OC)cc2C1C (stereo unspecified),-3,0,-5,0.2,-4,-2.2,-3,-1,-5,4
N#C/C(=C\c1cccc(Cl)c1)c1n[nH]c(Cn2cncn2)n1,-3,-3,1,-0.8,-7,-0.6,6,0,3,2
O=C(CCCC(=O)OCC(F)(F)C(F)F)Nc1ccc(NC(=O)CCCC(=O)OCC(F)(F)C(F)F)cc1,-1,8,8,-1.2,-2,-0.9,12,2,-4,-5
Nc1nc(SCc2cccnc2)c2ncn(C3OC(CO)C(O)C3O)c2n1 (stereo unspecified),nt,0,26,0.4,5,-1.2,9,3,-4,1
CN1CC(=O)N/C1=N\C(=O)Nc1ccc2c(c1)N(C)C(=O)CS2,-1,7,5,1.2,-10,-2.1,-7,1,0,-5
CC1Cc2ccccc2N1C(=O)c1ccc2snnc2c1 (stereo unspecified),-3,-6,-26,0.4,-12,-1.6,1,1,11,-3
Cc1nc(SCc2cccc(C(=O)O)c2)nc2c1CCCC2,-2,5,5,0.8,5,-0.3,-7,-1,-2,-2
COc1ccccc1CNC(=O)COC(=O)Cc1ccc(F)cc1,-1,33,11,-1.4,-11,-1.5,-19,-1,-6,0
Cc1cccc(C(=O)Nc2nnc(Cc3ccccc3)s2)c1,nt,-10,5,-2.1,-3,0.3,-10,-4,0,-2
COc1ccc(N2CCC(CNC(=S)Nc3c(C)cccc3C)C2)cc1 (stereo unspecified),-2,2,-81,-0.6,-11,-1.7,-11,4,4,-5
CC(C)CC(=O)Nc1ccc(C(=O)CN2CCC(C)CC2)cc1,-6,2,-14,-0.5,0,-2.4,2,0,3,-2
Cc1ccc(NC(=O)C2CCCCC2C(=O)O)cc1Cl (stereo unspecified),-3,7,13,0.1,-19,-2.7,3,1,0,-4
